Source: PubChem BioAssay (National Center for Advancing Translational Sciences (NCATS))
PLK1 PBD inh: blocks phosphopeptide binding to human PLK1 polo-box domain | P53350 | Potency, µM, for inactives: max response, negative = inhibition, actives largely listed as inhibitors | AID 720504 | actives 2.8% (n = 360,000) | Plk1 PBD binding of FITC phosphopeptide, fluorescence polarization; also: potency is read from the fitted curve at half-maximal effect; series mostly up to about 57 µM; % is scaled to controls: 0 for no effect and ±100 for the full control effect; nearly all actives have a fitted effect of over 65% in size
Target sequence (P53350 whole entry, looked up, the tested form may be a part): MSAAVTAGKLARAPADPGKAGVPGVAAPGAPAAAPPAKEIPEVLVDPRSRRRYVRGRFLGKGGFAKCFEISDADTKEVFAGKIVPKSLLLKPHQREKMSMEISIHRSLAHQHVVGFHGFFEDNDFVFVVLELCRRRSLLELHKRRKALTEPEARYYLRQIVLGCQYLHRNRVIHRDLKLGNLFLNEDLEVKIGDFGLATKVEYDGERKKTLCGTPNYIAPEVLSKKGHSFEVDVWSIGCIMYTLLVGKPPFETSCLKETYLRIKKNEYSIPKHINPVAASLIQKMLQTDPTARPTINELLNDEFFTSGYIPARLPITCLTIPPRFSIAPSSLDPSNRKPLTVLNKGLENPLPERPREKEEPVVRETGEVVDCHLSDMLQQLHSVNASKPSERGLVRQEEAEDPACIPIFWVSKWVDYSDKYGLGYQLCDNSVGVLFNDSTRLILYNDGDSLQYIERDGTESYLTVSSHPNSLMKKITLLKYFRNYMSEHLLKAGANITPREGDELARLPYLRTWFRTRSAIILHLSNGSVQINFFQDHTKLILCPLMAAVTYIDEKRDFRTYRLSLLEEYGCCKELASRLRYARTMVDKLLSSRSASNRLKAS
EPAC1 agonist: agonists of human EPAC1; O95398; EPAC1 agonist qHTS, biochemical assay; response scale: 100% = response to 6.5 mM cAMP; Potency, µM (highest dose often 154 µM), for inactives: top-dose activation, actives largely listed as activators; actives 0.073% (n = 360,000); also: potency is read from the fitted curve at half-maximal effect; nearly all actives have a fitted effect of over 60% in size
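EPAC1 100 nM, Rap1B–BODIPY-GDP 250 nM, unlabeled GDP 50 uM; compound titration; 5 min RT; kinetic read ex480/em540 at 5-min intervals ×30 min; data normalized to 6.5 mM cAMP agonist control.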
EPAC1 antag: EPAC1 (human) antagonism; EPAC1 GEF assay, Rap1b-BODIPY-GDP exchange fluorescence; actives 0.14% (n = 360,000); Potency, µM (top dose mostly 115 µM), without a hit: top-dose activity change, negative = inhibition, usual class: inhibitors; O95398;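 also: potency is read from the fitted curve at half-maximal effect; plate controls were vehicle for no effect and positive control for full effect; nearly all actives have a fitted effect of over 50% in size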
aSyn yeast inh: inhibitors of alpha-synuclein toxicity in yeast; Yeast expressing alpha-synuclein, growth rescue, BacTiter-Glo, 24 h; Potency, µM (series often up to 46.1 µM), without a hit: at the highest dose growth rescue (activation), hits mostly activators; AID 652106; actives 0.14% (n = 370,000); also: potency is read from the fitted curve at half-maximal effect; % of control where 0% means no effect; nearly all actives have a fitted effect of over 65% in size
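Screening used galactose-induced yeast with toxic alpha-synuclein levels, exposed to compound for 24 hr at 30 deg C. Cell growth, read with BacTiter-Glo luminescence, gave the measured signal.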
PI5P4K alpha inh: blocks human PI5P4K alpha kinase activity. P48426. PI5P4Kalpha enzyme, ADP-Glo luminescence, 60 min; hits give low values. max response, %. actives 1.2% (n = 330,000). AID 652105; active = max response of -50% or lower; inconclusive = between -30% and -50%; inactive = -30% or higher; also: value at the top dose of about 77 µM; % is scaled to controls: 0 for no effect and ±100 for the full control effect
Target sequence (P48426 whole entry, looked up): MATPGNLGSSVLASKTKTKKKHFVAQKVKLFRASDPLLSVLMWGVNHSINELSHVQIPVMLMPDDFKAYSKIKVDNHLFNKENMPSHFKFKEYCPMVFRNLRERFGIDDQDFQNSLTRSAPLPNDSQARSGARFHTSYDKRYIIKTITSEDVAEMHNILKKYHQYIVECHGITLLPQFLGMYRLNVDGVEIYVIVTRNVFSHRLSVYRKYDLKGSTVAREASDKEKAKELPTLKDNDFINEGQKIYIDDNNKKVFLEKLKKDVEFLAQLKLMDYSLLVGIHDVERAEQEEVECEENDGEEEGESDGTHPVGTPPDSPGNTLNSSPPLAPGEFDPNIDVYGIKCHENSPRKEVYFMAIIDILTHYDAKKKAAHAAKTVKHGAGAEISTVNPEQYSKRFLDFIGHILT
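Controls without substrate or without enzyme flank wells where PI5P4Kalpha converts substrate using 5 microM ATP (final). Incubation lasts 60 minutes at room temperature; ADP formed is read by ADP-Glo luminescence.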
Abeta rescue: compounds reversing amyloid beta toxicity in yeast. actives 0.063% (n = 410,000). yeast expressing A-beta42, growth rescue, OD600, 48 h; response scale: 0% DMSO, 100% iron-clioquinol control. Potency, µM (highest dose often 46.1 µM), without a hit: top-dose growth rescue, usual class: activators; also: potency is read from the fitted curve at half-maximal effect; nearly all actives have a fitted effect of over 55% in size
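Yeast growth medium received pinned compounds, then yeast cells expressing toxic A-beta were added; plates incubated at 30 C for 48 hr. Growth read as absorbance at 600 nm, normalized to DMSO and equimolar FeCl3 plus clioquinol controls.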
FUS suppressor: rescues growth of FUS-expressing yeast; Potency, µM (top dose mostly 76.6 µM), for inactives: at the top dose growth rescue (activation), most hits filed as activators; actives 0.24% (n = 390,000); AID 1347120; S. cerevisiae FUS-expressing, growth rescue, OD600, 24 h;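 also: potency is read from the fitted curve at half-maximal effect; plate controls were DMSO vehicle for no effect and reference control for full effect; nearly all actives have a fitted effect of over 55% in size; some results filed as inactive show a strong effect at the top dose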
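Galactose (2%) drives FUS expression in yeast precultured in raffinose; seeding density OD 0.005. Test compounds incubated 24hr at 30C and 99% humidity before absorbance at 600 nm was measured.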
WRN inhibitor: inhibitors of human WRN helicase | Q14191 | WRN helicase unwinding, fluorescent forked duplex, kinetic | Potency, µM (titrated, usually from 114 µM), without a hit: at the highest dose activity change, negative = inhibition, usual class: inhibitors | actives 0.46% (n = 360,000) | AID 651768; also: potency is read from the fitted curve at half-maximal effect; % is scaled to controls: 0 for no effect and ±100 for the full control effect; nearly all actives have a fitted effect of over 55% in size
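WRN at 20 nM final preincubated with compound 15 min at room temperature; reaction started with 100 nM fluorophore/quencher forked duplex oligonucleotide and 2 mM ATP final. Unwinding followed kinetically by red fluorescence (ex 525, em 598 nm).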
IL2 activator: IL-2 activation | IL-2 activation reporter assay, cell-based qHTS; stimulated with anti-CD3/CD4/CD28 beads; in transgenic mouse T cells | activation, % (series mostly up to about 46 µM) | actives 0.065% (n = 360,000); in the data active = activation above about 50%; inconclusive = mostly about 30% to 49%; also: 0% is about no effect
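Unstimulated transgenic mouse T cells, 750 per well, received compound and, after 60 minutes, anti-CD3/anti-CD4 bead plus anti-CD28 stimulation. EGFP and DsRed were quantified after 18 hours.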
* hit, by the source's call; ? = inconclusive; · = no result given; [ ] = another dose, or the depositor's remark. Unless noted, calls follow the shape of the dose curve; as a rule, active = well fitted curve in the direction sought with a large enough effect; inconclusive = small, poorly fitted or top-dose-only effect, or another doubt; inactive = no such curve, though single readings can be large; an effect the other way counts as inactive or inconclusive. An unsorted share of the library; any-hit rate near 4.1%.

No.	SMILES	PLK1 PBD inh	EPAC1 agonist	EPAC1 antag	aSyn yeast inh	PI5P4K alpha inh
1	COC(=O)c1ccc2c(c1)C(=O)/C(=C/c1ccc(C)cc1)O2	-7.5%	8.0%	2.7%	-3.8%	-1.4
2	COc1cc2c(cc1OC)CN(Cc1ccc(C)s1)CC2	-0.7%	6.8%	3.0%	4.4%	-4.1
3	CCCn1c(=O)c2ccccc2n2c(Sc3nnnn3-c3ccccc3)nnc12	-5.9%	-13.1%	12.3%	-3.3%	-7.0
4	Cc1cc(C)c2nc(NC(=O)[C@@H](NC(=O)c3cccc(S(=O)(=O)N4CCOCC4)c3)C(C)C)sc2c1	-11.1%	2.2%	4.7%	1.0%	10.3
5	O=C(/C=N/O)NCCCN1CCCCCC1	-0.3%	-3.7%	8.6%	3.6%	·
6	N=c1c(C(=O)NCc2ccco2)cc2c(=O)n3ccccc3nc2n1CCc1ccccc1	-14.3%	-10.6%	-4.7%	4.7%	-15.0
7	Cn1cccc1Cc1nnc(SCC(=O)N2CCOCC2)n1CCc1ccccc1	-11.8%	0.2%	?	1.6%	0.0
8	CCOC(=O)c1cc(C(C)C)sc1NC(=O)COC(=O)CCS(=O)(=O)c1ccccc1	-3.7%	-5.1%	-6.5%	5.1%	1.8
9	O=S(=O)(c1ccc(F)cc1)N1CCN(Cc2nnc(-c3ccccc3)o2)CC1	-12.8%	6.7%	-10.4%	5.3%	-1.7
10	O=C(Nc1cccc(C(=O)O)c1)/C(=C\c1ccc2c(c1)OCO2)NC(=O)c1ccc(Br)cc1	-13.2%	-5.3%	-16.9%	1.7%	0.2
11	CCN(CC(=O)Nc1cc(OC)ccc1OC)Cc1nc2ccccc2c(=O)[nH]1	-1.5%	1.9%	3.2%	0.4%	-9.7
12	CCc1ccccc1NC(=O)CCS(=O)(=O)c1ccc(OC)cc1	?	-5.9%	10.2%	-3.3%	-10.3
13	O=C(NCCCN1CCN(c2ccc(F)cc2)CC1)C1CCCN(c2ncnc3c2nc2n3CCCCC2)C1 (stereo unspecified)	-13.7%	8.0%	-0.9%	-0.1%	-0.1
14	CCCN(C(=O)c1c(-c2ccccc2)noc1C)c1c(N)n(Cc2ccccc2)c(=O)[nH]c1=O	-17.4%	-6.1%	-1.6%	-0.1%[1.84 µM]	-1.3
15	CCOC(=O)C1(C)CCCN(C(=O)c2cccc(C#N)c2)C1 (stereo unspecified)	-0.1%	4.2%	-0.8%	-4.8%	-10.5

No.	Abeta rescue	FUS suppressor	WRN inhibitor	IL2 activator
1	-2.3%	·	2.8%	0.3
2	-1.6%	-7.7%	-6.0%	0.6
3	-20.3%	9.6%	6.6%	-3.6
4	0.0%	·	12.8%	5.5
5	5.9%	15.6%	2.1%	0.0
6	-6.6%	?	-12.5%	0.5
7	2.2%	13.2%	-4.5%	-1.0
8	2.3%	·	-10.7%	-3.5
9	-4.2%	16.3%	2.5%	1.1
10	-6.7%	?	-2.8%	0.7
11	-8.2%	8.7%	-4.4%	-0.2
12	-11.5%	17.1%	-7.8%	-1.5
13	-0.8%	-2.5%	1.0%	-2.6
14	-3.0%	-0.4%	2.5%	-0.1
15	-11.7%	-14.9%	-1.2%	2.3

Following part.
No.	SMILES	PLK1 PBD inh	EPAC1 agonist	EPAC1 antag	aSyn yeast inh	PI5P4K alpha inh
16	COc1ccc(CCN2CCCC(CN(C)C(=O)c3ccoc3)C2)cc1 (stereo unspecified)	2.8%	-2.6%	14.4%	9.5%	-5.0
17	Cn1c2c(c(=O)[nH]c1=O)C(c1ccc(O)cc1)C1=C(N2)c2ccccc2C1=O (stereo unspecified)	?	1.9%	-16.2%	0.4%	-11.3
18	O=C(CN1CCSCC1)N/N=C/c1ccc(F)cc1F	-8.8%	2.2%	0.4%	2.4%	·
19	O=C1OC(CO)CN1Cc1ccccc1 (stereo unspecified)	-7.2%	2.0%	3.4%	-5.5%	-4.9
20	CCN1CCN(Cc2nnc(-c3ccccc3)o2)CC1	-16.7%	-2.2%	-16.7%	-12.1%	-3.3
21	C=CCn1c(C(C)NC(=O)C(C)(C)C)nc2ccccc21 (stereo unspecified)	0.5%	-1.2%	-5.9%	-3.6%	·
22	O=C(COC(=O)c1cc([N+](=O)[O-])ccc1N1CCOCC1)NC1CCS(=O)(=O)C1 (stereo unspecified)	-3.5%	-2.3%	-12.6%	-1.0%	6.6
23	CC(=O)Nc1ccc(N2C(=O)C3C4C=CC(CC4)C3C2=O)cc1 (stereo unspecified)	6.1%	4.3%	-0.3%	3.9%	0.6
24	C/C(=N\NC(=O)c1cc(C)oc1C)c1ccc2ccccc2c1	0.7%	-2.9%	-20.8%	2.6%	9.5
25	Cc1ccc(CNCc2cc(Cl)ccc2O)cc1	-10.1%	0.1%	-12.7%	0.5%	-0.5
26	CCOc1ccc2ccccc2c1/C=N\NC(=O)c1ccc([N+](=O)[O-])cc1	0.0%	-0.3%	-18.3%	-5.7%	-1.6
27	Cc1ccc(CNC(=O)c2ccc(N3CCC4(CC3)CC(c3cccc(Br)c3)=NO4)c(NC(=O)c3ccc(Br)cc3)c2)cc1	3.5%	-15.1%	9.6%	?	0.2
28	COC(=O)c1ccc(CN2CCN(C3CCCC3)C(CCO)C2)cc1 (stereo unspecified)	4.3%	1.1%	4.8%	-1.2%	-9.2
29	O=C(Cc1cccs1)N/N=C/C(Cl)=C/c1ccccc1	-2.1%	-2.7%	11.9%	2.0%	-5.2
30	COc1ccc(OC)c(-n2c(-c3cccc(S(=O)(=O)N(C)C)c3)n[nH]c2=S)c1	-26.5%	6.2%	5.9%	-16.3%	-20.5

No.	Abeta rescue	FUS suppressor	WRN inhibitor	IL2 activator
16	-21.9%	2.9%	2.8%	5.1
17	-15.9%	20.5%	-7.5%	-0.7
18	1.5%	16.7%	-4.7%	2.3
19	4.1%	4.8%	5.7%	-6.8
20	-21.6%	-19.7%	1.9%	-0.1
21	16.0%	-18.1%	-0.8%	1.7
22	-10.6%	17.8%	-5.9%	3.6
23	-0.3%	-33.3%	0.3%	-3.4
24	-2.8%	-8.4%	-0.6%	-2.7
25	1.3%	-19.7%	-12.0%	-2.7
26	-2.4%	6.4%	-6.3%	-0.9
27	-16.7%	7.6%	6.2%	0.5
28	-11.5%	6.3%	2.7%	-2.6
29	7.0%	-7.5%	6.9%	0.8
30	-5.6%	24.1%	8.5%	0.0

Next section.
No.	SMILES	PLK1 PBD inh	EPAC1 agonist	EPAC1 antag	aSyn yeast inh	PI5P4K alpha inh
31	Cc1ccc(S(=O)(=O)N2CCCC(C(=O)NCC(C)C)C2)cc1 (stereo unspecified)	0.5%	9.6%	-7.0%	-7.1%	-2.0
32	CSCCC(=O)N1CC[C@@H](N2CCN(c3ccccc3F)CC2)[C@H](O)C1	-7.6%	-0.8%	18.7%	2.0%	-2.9
33	CCc1ccc(-c2nc(CSCC(=O)NC3CC3)c(C)o2)cc1	-15.5%	-9.0%	-4.0%	9.3%	2.0
34	CC(C=NNC(=O)C(=O)NN=CC(C)=Cc1ccccc1)=Cc1ccccc1	-7.3%	8.4%	14.0%	7.4%	-7.5
35	COC(=O)[C@H]1C[C@@H]1[C@H](NC(=O)c1cnccn1)c1ccccc1	-3.6%	-13.2%	4.1%	0.6%	4.5
36	CCCCNc1c(-c2ccc(OC)c(Sc3ccc(OC)cc3)c2)nc2ccc(Cl)cn12	10.3%	8.6%	-9.5%	3.1%	15.4
37	O=[N+]([O-])c1ccc2[nH]c3c(c2c1)CCCC3	-6.7%	3.4%	3.2%	-7.0%	6.8
38	C=CCn1c(SCc2csc(C)n2)nc2sc3c(c2c1=O)CCCC3	-2.9%	17.0%	-9.8%	24.2%	24.2
39	O=C(c1ccccc1Cl)N1CCN(S(=O)(=O)c2cccs2)CC1	0.4%	4.2%	1.4%	1.2%	2.0
40	c1cc2nnnn2nc1N1CCCCC1	1.0%	-4.8%	14.8%	-1.5%	·
41	COc1cc(NC(=O)COC(=O)Cc2ccsc2)cc(OC)c1	8.0%	-9.5%	15.3%	5.2%	7.2
42	C=CCNc1nc(C(=O)OCC(=O)c2ccc(C)c([N+](=O)[O-])c2)cs1	-18.4%	-10.1%	-5.3%	-2.3%	?
43	CCOc1ccc(C(=O)NC2CCN(C(=S)NCc3ccco3)CC2)cc1	-11.2%	-2.2%	16.5%	-3.4%	·
44	COc1ccc(NC(=O)/C(=C\c2ccccc2)NC(=O)c2ccco2)cc1	-4.1%	6.8%	-1.0%	9.1%	-6.7

No.	Abeta rescue	FUS suppressor	WRN inhibitor	IL2 activator
31	-0.9%	5.1%	2.9%[57.1 µM]	-0.4
32	-2.4%	-13.0%	-3.4%	0.7
33	-8.0%	13.5%	21.2%	-3.9
34	6.6%	6.4%	2.5%	0.5
35	1.7%	-22.6%	3.9%	-0.2
36	23.5%	5.9%	-12.3%	-0.5
37	-10.6%	2.8%	-7.2%	0.0
38	13.2%	?	-12.6%	-0.8
39	-12.5%	·	-3.9%	0.0
40	12.9%	3.8%	1.4%	-1.3
41	?	-20.6%	7.1%	2.2
42	3.5%	?	?	-4.5
43	-6.8%	4.0%	-12.4%[57.1 µM]	0.7
44	10.7%	1.6%	-6.9%	-1.5

Profiles, looked up by structure. Values in the order: PLK1 PBD inh | EPAC1 agonist | EPAC1 antag | aSyn yeast inh | PI5P4K alpha inh | Abeta rescue | FUS suppressor | WRN inhibitor | IL2 activator
Record of C=CCNc1nc(C(=O)OCC(=O)c2ccc(C)c([N+](=O)[O-])c2)cs1 = -18.4% | -10.1% | -5.3% | -2.3% | ? | 3.5% | ? | ? | -4.5
Record of COc1ccc(NC(=O)/C(=C\c2ccccc2)NC(=O)c2ccco2)cc1 = -4.1% | 6.8% | -1.0% | 9.1% | -6.7 | 10.7% | 1.6% | -6.9% | -1.5
